DT40 TDP1 CPT – qHTS for Inhibitors of human tyrosyl-DNA phosphodiesterase 1 (TDP1): qHTS in cells in presence of CPT; chicken DT40 Tdp1-/-;hTDP1 cells + 20 nM CPT, ATP luminescence, 48 h; Potency, µM (titrated, usually from 46.2 µM), without a hit: top-dose activity change, negative = growth inhibition, actives largely listed as inhibitors; hit rate 12% among 420,000; AID 686979, 2013; further: nearly all actives have a fitted effect of over 55% in size
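Cell growth measured by CellTiter-Glo luminescence after a minimum 48 h, 37 C compound exposure with 20 nM CPT in Tdp1-knockout DT40 cells stably expressing hTDP1, seeded 400/well; qHTS titration format.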
N370S GC – qHTS Assay for Inhibitors and Activators of N370S glucocerebrosidase as a Potential Chaperone Treatment of Gaucher Disease; Lysosomal acid glucosylceramidase (Homo sapiens), P04062; N370S GC spleen homogenate, 4MU-glucoside fluorescence; Potency, µM (doses to about 59.4 µM), for inactives: at the top dose activity change, negative = inhibition, actives largely listed as inhibitors; hit rate 0.092% among 330,000; AID 2101, 2009;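 further: 0% = full enzyme activity and -100% = no enzyme basal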
FEN1 inhibitor – qHTS Assay for the Inhibitors of Human Flap endonuclease 1 (FEN1). AID 588795, 2011. Recombinant FEN1 flap cleavage, fluorescence, 15 min. hit rate 0.35% among 390,000. P39748. Potency, µM (doses to about 114 µM), for the others: at the top dose activity change, negative = inhibition, actives largely listed as inhibitors; further: nearly all actives have a fitted effect of over 65% in size
Target sequence (P39748 whole entry, looked up): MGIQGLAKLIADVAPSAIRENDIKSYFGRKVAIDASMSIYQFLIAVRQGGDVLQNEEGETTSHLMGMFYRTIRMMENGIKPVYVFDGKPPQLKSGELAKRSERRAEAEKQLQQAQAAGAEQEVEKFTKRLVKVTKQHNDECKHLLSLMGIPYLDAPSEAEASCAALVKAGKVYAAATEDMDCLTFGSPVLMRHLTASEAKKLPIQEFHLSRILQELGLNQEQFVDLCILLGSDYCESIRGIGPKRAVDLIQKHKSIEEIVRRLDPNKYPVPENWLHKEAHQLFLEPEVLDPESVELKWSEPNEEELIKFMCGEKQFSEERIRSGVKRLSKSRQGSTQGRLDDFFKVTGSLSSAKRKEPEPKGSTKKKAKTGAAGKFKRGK
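Steps: FEN1 (10 nM) dispensed; compound added by pin tool; 15 min at room temperature; substrate added to 50 nM final; reads at 0 min and 15 min; data normalized and fitted (four-parameter Hill).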
Numbers without * were called inactive; ? = inconclusive; / = no result given; & = joins results of further samples. The call rests on the fitted dose curve; in most records, active means well fitted curve in the direction sought with a large enough effect; inconclusive means small, poorly fitted or top-dose-only effect, or another doubt; inactive means no such curve, though single readings can be large; an effect the other way counts as inactive or inconclusive. Unless noted, on the % scale 0 is the no-effect control and ±100 the full control effect; potency means the concentration at half of the fitted maximal effect. These rows are one share of the data; rates above refer to the full screens.

compound	DT40 TDP1 CPT	N370S GC	FEN1 inhibitor
COc1ccc(CCNC(=O)c2c(O)c3c([nH]c2=O)CCCC3)cc1OC	?	/	0%
NNC(=O)Cn1nc2n(c1=O)-c1ccccc1SC2	-21%	-4%	-4%
Cc1nn(Cc2cccc(F)c2)c(C)c1NC(=O)c1ccc(COc2ccccc2Cl)cc1	15µM*	19%	-2%
Cc1ccc(C)c(N=C2NC(=O)CS2)c1	-20%	4%	-4%
COc1ccc(C(=O)C2CCCN(S(=O)(=O)c3cccnc3)C2)c(C)c1 (stereo unspecified)	?	-6%	-3%
Cc1ccc(NC(=O)COC(=O)Cc2ccsc2)cc1S(=O)(=O)N(C)C	-14%	0%	9%
Cc1ccc(S(=O)(=O)NCC(=O)N(CC(=O)NCC2CCCO2)c2cccc(F)c2)cc1 (stereo unspecified)	-2%	0%	0%
Cc1onc(-c2ccccc2)c1C(=O)Oc1cccnc1	-14%	1%	-5%
CC(=O)c1ccc(Cc2ccc(C(C)=O)cc2)cc1	0%	9%	5%
O=C(COc1ccccc1O)NC1CCCC1	12%	-5%	0%
CCCCOC(=O)C(C)Nc1n[nH]c(=S)[nH]c1=O (stereo unspecified)	-11%	-6%	-4%
Cc1ccc(SCC(=O)NC2CC3CCC(C2)N3C)cc1 (stereo unspecified)	?	-4%	19%
c1cc2c3c(cccc3c1)NN=N2	?	/	-18%
O=C(NCCc1ccccc1C(F)(F)F)C1CCC(=O)N(C2CC2)C1 (stereo unspecified)	-5%	2%	-3%
CCn1c(C)nnc1SCC(=O)Nc1ccc(N2CCOCC2)cc1	-16%	-1%	-3%
CCOC(=O)c1c(CC(C)C)csc1NC(=O)c1ccccc1C(=O)O	-14%	8%	10%
Cc1ccc(C)c(N2CCN(S(=O)(=O)c3ccc(-c4coc(C)n4)cc3)CC2)c1	?	/	-15%
CCCCN(C)C(=O)Cn1c(C2CC(=O)N(c3ccc(C)cc3)C2)nc2ccccc21 (stereo unspecified)	-11%	/	-3%
CCOP(=O)(OCC)C(Nc1ccccc1)c1cccnc1 (stereo unspecified)	6%	3%	1%
COc1ccc(C2c3c(ccc4ccccc34)Oc3ncn4nc(-c5ccco5)nc4c32)cc1 (stereo unspecified)	-25%	1%	-3%

One compound at a time, as listed above. Values in the order: DT40 TDP1 CPT	N370S GC	FEN1 inhibitor
Cc1ccc(NC(=O)COC(=O)Cc2ccsc2)cc1S(=O)(=O)N(C)C in the list: -14%	0%	9%
CCn1c(C)nnc1SCC(=O)Nc1ccc(N2CCOCC2)cc1 in the list: -16%	-1%	-3%

The listing picks up, starting 2 compounds before the break.
compound	DT40 TDP1 CPT	N370S GC	FEN1 inhibitor
CCOP(=O)(OCC)C(Nc1ccccc1)c1cccnc1 (stereo unspecified)	6%	3%	1%
COc1ccc(C2c3c(ccc4ccccc34)Oc3ncn4nc(-c5ccco5)nc4c32)cc1 (stereo unspecified)	-25%	1%	-3%
CC(=O)c1cnc2nc(C(F)(F)F)nn2c1C	0%	-2%	-12%
COCCNC(=O)CN1C(=O)CSc2ncccc21	1%	-2%	-15%
COC(=O)C(CCSC)NC(=O)CNS(=O)(=O)c1ccc(Cl)cc1 (stereo unspecified)	-25%	8%	5%
CC(C)Oc1ccc(C(=O)O)cc1	1%	3%	-1%
O=C(CCCCCNC(=O)c1ccccc1Br)N=Nc1c(O)[nH]c2ccccc12	21µM*	3%	-14%
CN1CCN(c2ccc(NC(=S)NC(=O)c3cccc4c(Cl)cccc34)cc2)CC1	16µM*	-20%	-15%
CC1=C(C(=O)Nc2ccccc2)C(c2ccccc2C)n2nc(SCC(=O)c3ccc(C)cc3)nc2N1 (stereo unspecified)	5.8µM*	/	20%
CCc1nc2sccc2c(=O)[nH]1	-25%	1%	-1%
CCOC(=O)N1CCN(S(=O)(=O)c2ccc(C(=O)Nc3nnc(C)o3)cc2)CC1	3%	7%	1%
CS(=O)(=O)N1CCSC1c1ccc(Br)cc1 (stereo unspecified)	-12%	5%	1%
Cc1cccc(C(=O)NCC(=O)OCC(=O)c2ccc3ccccc3c2)c1	-9%	/	-1%
COc1ccc(-c2nc(S(=O)(=O)c3ccc(C)cc3)c(NCc3ccccc3)o2)cc1	?	/	4%
COc1cccc(-n2c(-c3ccco3)nc3c(cnn3-c3ccc(C)cc3)c2=O)c1	15µM*	/	-17%
COC(=O)c1ccc(CSc2ccc3nnc(-c4ccc(OC)c(OC)c4)n3n2)o1	?	/	-26%
Cc1ccccc1C(=O)N1CCC(N2CCN(Cc3ccc(F)cc3)C(=O)C2=O)CC1	2%	/	5%
Cc1cccc(N2CCN(C(=O)c3nn(C)c4c3CS(=O)(=O)c3ccccc3-4)CC2)c1C	13µM*	4%	14%&0%
CC(/C=N/NC(=O)c1ccncc1)=C\c1ccc(C(C)C)cc1	?	3%	2%
c1ccc(NC2=NCCN2CCC2CCCCC2)cc1	23µM*	0%	13%
COc1cccc(CNS(=O)(=O)c2cc(CN3C(=O)c4cccnc4C3=O)ccc2OC)c1	-1%	-2%	-10%
O=C(NCCCN1CCOCC1)c1cc(-c2ccc(F)cc2)nc2ccccc12	?	/	7%

The listing continues.
compound	DT40 TDP1 CPT	N370S GC	FEN1 inhibitor
Cc1cc(C)n2nc(C(=O)NCc3ccco3)nc2n1	-4%	/	-1%
CS(=O)(=O)N1CCCC(C(=O)Nc2ccc3c(c2)OCCO3)C1 (stereo unspecified)	25%	3%	-1%
COc1ccc(/C=C/S(=O)(=O)NCc2ccccc2)cc1OC	-24%	8%	6%
O=C(NCc1ccccc1Cl)c1cc(C(=O)C2CC2)c[nH]1	?	-3%	-12%
O=S(=O)(O)c1ccc(Nc2ncnc3c2ncn3[C@@H]2O[C@H](CO)[C@@H](O)[C@H]2O)cc1	-1%	20%	/
CC(C)(C)c1cc(CCC(=O)N2CCNCC2)c(C(C)(C)C)cc1O	?	-3%	-15%
Cc1ccc(C)c(OC(=O)CN2C(=O)c3ccccc3C2=O)c1	8%	4%	-2%
O=C(NC(=S)N1CCOCC1)c1ccc([N+](=O)[O-])cc1	1%	4%	3%
C=CCC(=O)NC1CC(C)(C)Cc2c1cnn2-c1ccc(C)cc1 (stereo unspecified)	-3%	2%	7%
Cc1sc2ncnc(NCCN3CCOCC3)c2c1C	13µM*	-23%	-2%
Cc1ccc(-c2cc(C(=O)N3CCCC3)c3ccccc3n2)s1	-23%	?	-7%
Cc1ccccc1N1CCN(Cc2ccc([N+](=O)[O-])o2)CC1	-19%	2%	-10%
Cc1cccc(NC(=O)Cn2c(=O)n(Cc3ccc4c(c3)OCO4)c(=O)c3ccccc32)c1	?	/	-12%
Cc1cccc2cc(/C=N/Nc3ccc(C(=O)O)cc3)c(Cl)nc12	-26%	-9%	?
CCN(CC(=O)Nc1ccc(NC(C)=O)cc1)C(=O)C1CC(=O)N(CCc2ccc(OC)c(OC)c2)C1 (stereo unspecified)	-8%	-18%	13%
O=C1Nc2ccccc2C(O)(C(=O)N2CCCCC2)N1c1ccccc1 (stereo unspecified)	26%	-7%	14%
COc1cc(CN(C(=O)Nc2cccc(Cl)c2)c2ccccn2)cc(OC)c1OC	?	/	0%
Cc1ccc(/C=N/Nc2cc(C)nc(N3CCOCC3)n2)cc1	10%	-13%	-5%
Cc1ccc(CN2CCN(/N=C\c3cccc([N+](=O)[O-])c3)CC2)cc1	3%	-2%	-6%
O=C(CCc1ccc(S(=O)(=O)N2CCOCC2)cc1)Nc1ccc(F)c(F)c1F	?	/	-3%

An excerpt of these results, with each value named.
Cc1onc(-c2ccccc2)c1C(=O)Oc1cccnc1
  DT40 TDP1 CPT = -14%
  N370S GC = 1%
  FEN1 inhibitor = -5%

CC1=C(C(=O)Nc2ccccc2)C(c2ccccc2C)n2nc(SCC(=O)c3ccc(C)cc3)nc2N1 (stereo unspecified)
  DT40 TDP1 CPT = 5.8µM*
  N370S GC = /
  FEN1 inhibitor = 20%

Cc1sc2ncnc(NCCN3CCOCC3)c2c1C
  DT40 TDP1 CPT = 13µM*
  N370S GC = -23%
  FEN1 inhibitor = -2%

Cc1ccc(SCC(=O)NC2CC3CCC(C2)N3C)cc1 (stereo unspecified)
  DT40 TDP1 CPT = ?
  N370S GC = -4%
  FEN1 inhibitor = 19%

Additional compounds.
Compound	DT40 TDP1 CPT	N370S GC	FEN1 inhibitor
O=C(O)C(CC1CCCCC1)N1CCS(=O)(=O)CC1 (stereo unspecified)	-3%	15%	15%
N#Cc1c(NCCCO)nc(NCc2ccccc2)c2c1CCN(Cc1ccccc1)C2	?	?	?
CCc1cccc2c1NC(=O)C21N2CCCC2C(C(=O)c2ccc3ccccc3c2)C12C(=O)Nc1ccccc12 (stereo unspecified)	18µM*	-2%	-10%
C#CCOCCOCCOCCNc1nc(N2CCN(C(=O)C([C@@H](C)O)n3cc([C@@H](N)CCCCN)nn3)CC2)nc(N2CCN(C(=O)[C@H](CC(N)=O)n3cc(C(N)[C@@H](C)CC)nn3)CC2)n1 (stereo partly specified)	0%	/	4%
CO/N=C(/CS(=O)(=O)c1ccc(Br)cc1)c1ccc(OC)cc1	?	5%	-11%
O=C(Nc1ccc(NC(=O)c2ccc([N+](=O)[O-])cc2[N+](=O)[O-])cc1)c1ccco1	-19%	-7%	-7%
COc1ccc(-n2c(=O)c(-c3ccc(F)cc3)nc3cnc(OC)nc32)cc1	?	5%	/
CCN(CC)S(=O)(=O)c1cccc(NC(=O)c2ccc(Br)cc2)c1	?	-11%	-16%
CC(=O)N(Cc1ccco1)C1(C(=O)NC2CCCCC2)CCCCC1	?	-1%	-9%
COc1ccc(C(=O)CN2C(=O)NC3(CCc4ccccc43)C2=O)c(OC)c1 (stereo unspecified)	-14%	0%	-7%
O=c1cnc2cnc(Nc3ccccc3)nc2n1Cc1cccs1	?	2%	/
Cc1ccc(/C=N/NC(=O)CNC(=O)c2cccc([N+](=O)[O-])c2C)o1	-5%	6%	-3%
Cn1cccc1C1C(C#N)=C(N)OC2=C1C(=O)CC(C)(C)C2 (stereo unspecified)	-3%	-9%	1%
O=C(CCOc1ccccc1)Nc1nnc(-c2ccc3c(c2)OCCO3)o1	?	6%	8%
CC1=C(C(=O)Nc2ccccc2)C(c2ccccc2C)n2ncc(C(=O)Nc3ccccc3)c2N1 (stereo unspecified)	?	/	-19%
NS(=O)(=O)c1ccc(CCNC(=O)CNC(=O)c2ccccc2Br)cc1	0%	-1%	14%
Fc1ccc(NC(=S)Nc2ccc(Cl)cc2)cc1	?	3%	-2%
COc1cc(NS(=O)(=O)c2cccc3nsnc23)c(C(=O)O)cc1OC	1%	3%	-3%
O=C(c1cnccn1)N1CCc2ccccc2C1	5%	4%	2%
Cc1ccc(NC(=S)N(Cc2cccc(Br)c2)CC2CCC(C(=O)O)CC2)cc1 (stereo unspecified)	-22%	0%	-5%

Next results follow.
Compound	DT40 TDP1 CPT	N370S GC	FEN1 inhibitor
O=C(Cc1ccc(-c2ccccc2)cc1)NO	?	/	3%
Nc1cc(C(=O)OCC(=O)NCc2ccc(F)cc2)ccc1Cl	-11%	9%	-2%
COCC(=O)N(CCc1ccc(OC)c(OC)c1)Cc1cc2cc(C)ccc2nc1Cl	?	4%	-10%
O=C(O)c1ccc(NNC(=S)Nc2cc(C(F)(F)F)ccc2Cl)cc1	?	-6%	11%
Cc1c(C)n(CCO)c2ncnc(Nc3ccc(F)cc3)c12	7%	-3%	9%
Cc1cc(C)c(NC(=O)CNC(=O)COC(=O)/C=C/c2cccs2)c(C)c1	-6%	-20%	23%
O=C(NCc1ccccc1)C(c1cccnc1)N(C(=O)c1ccccn1)c1ccc(F)cc1 (stereo unspecified)	-12%	3%	2%
O=C1Nc2ccccc2OC1CC(=O)N1CCCC1 (stereo unspecified)	-25%	11%	2%
COc1cccc2sc3cc(NCCCN4CCOCC4)ccc3c(=O)c12	?	/	?
COc1ccc(CN2CC(C(N)=O)Oc3ccccc32)cc1F (stereo unspecified)	1%	-1%	12%
CCOC(=O)N1CCC(N2CCN(Cc3ccc(F)c(F)c3)C(CCO)C2)CC1 (stereo unspecified)	-25%	4%	-14%
